C diff HTS: C. difficile growth inhibition; Clostridium difficile clinical isolate growth, OD600, 24 h; stronger effect = lower value; growth activity, negative = inhibition, % at 16 µg/mL (by protocol); hit rate 0.25% among 86,000; AID 1259249;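 active = mean growth activity at or below -80% and every replicate also at or below -80%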;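 note: 0% = DMSO wells and -100% = levofloxacin 16 µg/mL wells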
T cruzi growth: T. cruzi proliferation inhibition | T. cruzi beta-gal in NIH3T3, GalScreen luminescence, 90 h | inhibition, % at 8.34 µM | hit rate 5.9% among 77,000 | AID 624255;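 active = mean inhibition above about 93%, with at least 55% of replicates each passing it, limit read from the data, passing the limit was not always enough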
KDM4C inh: inhibitors of human demethylase GASC-1 KDM4C. Q9H3R0. GST-KDM4C 2-372, H3K9me3 peptide, LANCE TR-FRET. AID 720574. inhibition, % at 12.5 µM. hit rate 0.15% among 96,000;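 active = mean replicate inhibition above about 25%, with at least 55% of replicates also reaching it, limit read from the data, passing the limit was not always enough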
Target sequence (Q9H3R0 2-372 limits assumed): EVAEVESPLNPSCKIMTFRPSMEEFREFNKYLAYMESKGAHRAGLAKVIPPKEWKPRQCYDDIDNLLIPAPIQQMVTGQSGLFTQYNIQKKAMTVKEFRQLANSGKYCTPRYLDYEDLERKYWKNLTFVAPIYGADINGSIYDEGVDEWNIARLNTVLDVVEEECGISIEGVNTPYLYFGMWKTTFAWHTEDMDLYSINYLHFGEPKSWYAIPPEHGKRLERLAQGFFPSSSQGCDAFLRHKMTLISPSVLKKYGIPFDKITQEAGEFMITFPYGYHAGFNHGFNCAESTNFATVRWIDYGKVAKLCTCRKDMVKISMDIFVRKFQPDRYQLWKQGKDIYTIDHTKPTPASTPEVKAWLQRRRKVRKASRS
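material = GST-tagged GASC-1 (JMJD2C) catalytic fragment, aa 2-372 | amount = enzyme final amount 10 nM | medium = HEPES buffer, pH 7.5, plus ascorbate | also added = H3K9me3 peptide substrate, Fe(II), 2-oxoglutarate | dosing = single dose | times = 30 min demethylation and 1 h detection at room temperature | detection = LANCE TR-FRET | read-out basis = Fall in 671/618 emission ratio as inhibition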
Pf Dd2 growth: inhibitors of Plasmodium falciparum Dd2 growth; AID 1159554; hit rate 2.3% among 94,000; activity change, % at 10 µM; P. falciparum Dd2 growth, SYBR Green, 72 h; stronger effect = lower value; in the data active = activity change below about -80%
Starred values were filed as active, the others as inactive.

The opening 6 entries (preview)
CC(C)NC(=O)N(C)C[C@@H]1Oc2cc(C#CC(C)(C)O)ccc2S(=O)(=O)N([C@@H](C)CO)C[C@@H]1C was read as C diff HTS 1, T cruzi growth 8, KDM4C inh -0.8 and Pf Dd2 growth 52.
Screening CN(C)CC(=O)Nc1ccc2c(c1)[C@@H]1C[C@H](CC(=O)NCc3cc(F)ccc3F)O[C@H](CO)[C@@H]1O2 returned T cruzi growth -10, KDM4C inh -1.7 and Pf Dd2 growth 5.
Screening C[C@@H]1CN([C@H](C)CO)C(=O)Cc2cc(NC(=O)Nc3ccc(F)cc3)ccc2O[C@@H]1CN(C)S(=O)(=O)c1cccs1 returned C diff HTS 6, T cruzi growth 13, KDM4C inh -1.8 and Pf Dd2 growth 7.
For COC(=O)[C@H]1[C@H](CO)[C@H]2Cn3c(ccc(C4=CCCC4)c3=O)[C@H]2N1Cc1cncnc1 the results were C diff HTS 1, T cruzi growth 46 and KDM4C inh 4.9.
C[C@@H]1CN([C@H](C)CO)C(=O)Cc2cc(NC(=O)Nc3ccc4c(c3)OCO4)ccc2O[C@H]1CN(C)C(=O)Nc1ccc(F)cc1 was read as C diff HTS -10, T cruzi growth 2, KDM4C inh 0.2 and Pf Dd2 growth 7.
Screening C[C@@H]1CN([C@H](C)CO)C(=O)Cc2cc(NC(=O)Nc3ccc4c(c3)OCO4)ccc2O[C@@H]1CN(C)C(=O)Nc1ccccc1 returned C diff HTS -10, T cruzi growth -26, KDM4C inh 0.3 and Pf Dd2 growth 14.

Main list, from the start:
CC(C)NC(=O)N(C)C[C@@H]1Oc2cc(C#CC(C)(C)O)ccc2S(=O)(=O)N([C@@H](C)CO)C[C@@H]1C was read as C diff HTS 1, T cruzi growth 8, KDM4C inh -0.8 and Pf Dd2 growth 52.
Screening CN(C)CC(=O)Nc1ccc2c(c1)[C@@H]1C[C@H](CC(=O)NCc3cc(F)ccc3F)O[C@H](CO)[C@@H]1O2 returned T cruzi growth -10, KDM4C inh -1.7 and Pf Dd2 growth 5.
Screening C[C@@H]1CN([C@H](C)CO)C(=O)Cc2cc(NC(=O)Nc3ccc(F)cc3)ccc2O[C@@H]1CN(C)S(=O)(=O)c1cccs1 returned C diff HTS 6, T cruzi growth 13, KDM4C inh -1.8 and Pf Dd2 growth 7.
For COC(=O)[C@H]1[C@H](CO)[C@H]2Cn3c(ccc(C4=CCCC4)c3=O)[C@H]2N1Cc1cncnc1 the results were C diff HTS 1, T cruzi growth 46 and KDM4C inh 4.9.
C[C@@H]1CN([C@H](C)CO)C(=O)Cc2cc(NC(=O)Nc3ccc4c(c3)OCO4)ccc2O[C@H]1CN(C)C(=O)Nc1ccc(F)cc1 was read as C diff HTS -10, T cruzi growth 2, KDM4C inh 0.2 and Pf Dd2 growth 7.
Screening C[C@@H]1CN([C@H](C)CO)C(=O)Cc2cc(NC(=O)Nc3ccc4c(c3)OCO4)ccc2O[C@@H]1CN(C)C(=O)Nc1ccccc1 returned C diff HTS -10, T cruzi growth -26, KDM4C inh 0.3 and Pf Dd2 growth 14.
Screening CCCNC(=O)N1[C@H](CO)[C@H]2c3ccccc3N(C(=O)Nc3cccc(Cl)c3)C[C@H]21 returned C diff HTS 1, T cruzi growth 39, KDM4C inh 0.1 and Pf Dd2 growth 6.
Screening NCC[C@H]1CC[C@@H](NC(=O)C2CC2)[C@H](CO)O1 returned C diff HTS 1, KDM4C inh -0.1 and Pf Dd2 growth 28.
For O=C(CN1CCOCC1)N1CC2(C1)[C@@H](c1ccccc1)[C@H](CO)N2Cc1cccc(F)c1 the results were C diff HTS 4, KDM4C inh -2.1 and Pf Dd2 growth -24.
`C[C@H](O)C#Cc1ccc2c(c1)O[C@H](CN(C)C(=O)CC1CC1)[C@@H](C)CN([C@H](C)CO)S2(=O)=O` gave C diff HTS 14 and T cruzi growth 5.
Screening O=C(C[C@H]1CC[C@@H](NC(=O)NC2CCCCC2)[C@H](CO)O1)NCc1ccc(F)cc1 returned C diff HTS 2, KDM4C inh -0.1 and Pf Dd2 growth 7.
`O=C(C1CCOCC1)N1CC(=O)N2[C@H](C1)[C@H](c1ccc(/C=C/c3ccccc3)cc1)[C@@H]2CO` gave C diff HTS -3, KDM4C inh 1.1 and Pf Dd2 growth -14.
`O=C(C[C@H]1CC[C@@H](NC(=O)Nc2cccc(F)c2)[C@@H](CO)O1)NCC1CCCCC1` gave C diff HTS -2, KDM4C inh 0.2 and Pf Dd2 growth 10.
CN1C(=O)c2cc(NC(=O)Nc3ccccc3)ccc2OC[C@H]2O[C@H](CC(=O)NC3CCC3)CC[C@H]21 was read as C diff HTS 8, T cruzi growth -5, KDM4C inh 4.1 and Pf Dd2 growth 1.
`C[C@@H]1CCCCO[C@H](CN(C)C(=O)c2ccccc2)[C@@H](C)CN([C@@H](C)CO)C(=O)c2cc(NC(=O)Nc3ccc(F)cc3)ccc2O1` gave C diff HTS 4, T cruzi growth 78, KDM4C inh -0.7 and Pf Dd2 growth -70.
For CC(=O)NC[C@@H]1[C@@H](c2ccc(-c3cccc(F)c3)cc2)[C@@H](CO)N1C(=O)C1CC1 the results were C diff HTS -5, KDM4C inh 2.1 and Pf Dd2 growth -21.
For C[C@@H]1CN([C@H](C)CO)C(=O)Cc2cc(NC(=O)CCCCCC(=O)Nc3ccccc3N)ccc2O[C@@H]1CN(C)Cc1ccc(C(F)(F)F)cc1 the results were C diff HTS 8, T cruzi growth 59, KDM4C inh -1.1 and Pf Dd2 growth -40.
Screening Cc1ccc(S(=O)(=O)NCC[C@@H]2CC[C@H](NC(=O)c3cccc(F)c3)[C@H](CO)O2)cc1 returned T cruzi growth -55, KDM4C inh 0.8 and Pf Dd2 growth 7.
Screening CCNC(=O)C[C@H]1CC[C@@H]2[C@@H](COc3ccc(NC(=O)c4ccc5c(c4)OCO5)cc3C(=O)N2C)O1 returned C diff HTS -14, T cruzi growth -10, KDM4C inh -1.4 and Pf Dd2 growth -30.
Screening CC=Cc1ccc2n(c1=O)C[C@@H]1[C@@H](CO)[C@H](C(=O)NCc3ccccc3)N(C)[C@H]21 (mixture of isomers) returned C diff HTS 2, T cruzi growth 88, KDM4C inh 1.6 and Pf Dd2 growth 11.
Cc1ccc(S(=O)(=O)N(C)C[C@@H]2Oc3ccc(NC(=O)Cn4cnnn4)cc3CC(=O)N([C@H](C)CO)C[C@H]2C)cc1 was read as C diff HTS -6, T cruzi growth -8, KDM4C inh 6.6 and Pf Dd2 growth 8.
`C[C@H]1CN([C@@H](C)CO)S(=O)(=O)c2ccc(C#Cc3ccccc3F)cc2O[C@@H]1CN(C)C(=O)Cc1ccccc1` gave C diff HTS -14, T cruzi growth 121*, KDM4C inh -3.1 and Pf Dd2 growth -70.
COc1cccc(-c2ccc3c(c2)[C@H]2[C@H](CCN2C(=O)Cc2ccccc2)[C@H](CO)N3)c1 was read as C diff HTS -15, T cruzi growth -6, KDM4C inh 1.4 and Pf Dd2 growth -10.
C[C@@H]1CCCCO[C@@H](CN(C)S(=O)(=O)c2ccc(Cl)cc2)[C@H](C)CN([C@@H](C)CO)C(=O)c2cc(NC(=O)Nc3ccc(C(F)(F)F)cc3)ccc2O1 was read as C diff HTS 2, T cruzi growth 91, KDM4C inh -2.6 and Pf Dd2 growth -17.
For CCCNC(=O)C[C@@H]1CC[C@H]2[C@H](COc3ccc(NC(=O)c4cccc(OC)c4)cc3C(=O)N2C)O1 the results were C diff HTS -4, T cruzi growth -22, KDM4C inh 3.0 and Pf Dd2 growth -8.
For CCCNC(=O)N1CC2(CCN(Cc3nccs3)CC2)c2c([nH]c3cc(OC)ccc23)[C@@H]1CO the results were C diff HTS -6, KDM4C inh -0.2 and Pf Dd2 growth -48.
For Cc1ccc(S(=O)(=O)N(C)C[C@H]2OCCCC[C@H](C)Oc3ccc(NC(=O)Nc4ccc(F)cc4)cc3C(=O)N([C@H](C)CO)C[C@@H]2C)cc1 the results were KDM4C inh -1.1 and Pf Dd2 growth -68.
CC(C)NC(=O)N(C)C[C@H]1Oc2ncc(C#CC3CCCC3)cc2C(=O)N([C@H](C)CO)C[C@@H]1C was read as C diff HTS -4, T cruzi growth -5, KDM4C inh -1.1 and Pf Dd2 growth -12.
`COc1ccc(CN2CC3(CN(C(=O)C4CC4)C3)c3c(n(C)c4cc(OC)ccc34)[C@@H]2CO)cc1` gave C diff HTS 8, KDM4C inh -1.7 and Pf Dd2 growth -38.
`COc1cccc(CNC(=O)[C@H]2[C@H](CO)[C@H]3Cn4c(ccc(-c5cncnc5)c4=O)[C@H]3N2C)c1` gave C diff HTS 2, T cruzi growth 0, KDM4C inh 24 and Pf Dd2 growth 2.
For C[C@H](CO)N1C[C@H](C)[C@H](CN(C)Cc2ccc(-c3ccccc3)cc2)Oc2c(NC(=O)c3cnccn3)cccc2C1=O the results were C diff HTS 5, T cruzi growth 94, KDM4C inh 1.2 and Pf Dd2 growth -21.
O=C(Nc1ccccc1)N1CCCCN2[C@H](C1)[C@H](c1ccc(-c3ccccc3)cc1)[C@@H]2CO was read as C diff HTS 14, T cruzi growth 128*, KDM4C inh -0.4 and Pf Dd2 growth -69.
COc1ccc(S(=O)(=O)Nc2cccc3c2O[C@@H](CN(C)C(=O)Nc2c(C)noc2C)[C@H](C)CN([C@@H](C)CO)C3=O)cc1 was read as C diff HTS 5, T cruzi growth 86, KDM4C inh 1.7 and Pf Dd2 growth 23.
For CCCNC(=O)C[C@H]1CC[C@H]2[C@@H](COc3ccc(NC(=O)Cc4ccccc4)cc3C(=O)N2C)O1 the results were C diff HTS -4, T cruzi growth -12, KDM4C inh 2.0 and Pf Dd2 growth 6.
COc1cccc(CNC(=O)[C@H]2[C@H](CO)[C@H]3Cn4c(ccc(-c5cncnc5)c4=O)[C@@H]2N3C(C)=O)c1 was read as C diff HTS -4, T cruzi growth 26 and KDM4C inh 1.6.
`CCCC#Cc1ccc([C@H]2[C@H](CO)N3C(=O)CN(C(=O)Nc4ccccc4)C[C@@H]23)cc1` gave C diff HTS 9, KDM4C inh -2.3 and Pf Dd2 growth -45.
C[C@@H]1CN([C@@H](C)CO)C(=O)CCCn2cc(nn2)CO[C@H]1CN(C)Cc1ccc2c(c1)OCO2 was read as C diff HTS -6, T cruzi growth 10, KDM4C inh -0.5 and Pf Dd2 growth 23.
Screening CN1C(=O)c2cc(NC(=O)c3cccc(F)c3)ccc2OC[C@H]2O[C@@H](CC(=O)NCC3CC3)CC[C@@H]21 returned C diff HTS -3, KDM4C inh 1.5 and Pf Dd2 growth -16.
C[C@@H]1CN([C@H](C)CO)C(=O)Cc2cc(N(C)C)ccc2O[C@@H]1CN(C)S(=O)(=O)c1ccccc1 was read as C diff HTS 5, T cruzi growth 38, KDM4C inh 1.2 and Pf Dd2 growth 9.
Cc1noc(C)c1S(=O)(=O)Nc1ccc2c(c1)C(=O)N([C@@H](C)CO)C[C@@H](C)[C@H](CN(C)C(=O)CCC(F)(F)F)OCCCC[C@H](C)O2 was read as C diff HTS -1, T cruzi growth -11, KDM4C inh -2.6 and Pf Dd2 growth -4.
C[C@H](O)C#Cc1cnc2c(c1)C(=O)N([C@H](C)CO)C[C@H](C)[C@@H](CN(C)C(=O)c1ccccc1F)O2 was read as C diff HTS 2, T cruzi growth -26 and KDM4C inh -0.8.
Screening C[C@H]1CN([C@@H](C)CO)C(=O)c2cccc(NC(=O)NC3CCCCC3)c2O[C@@H]1CN(C)Cc1ccc(Oc2ccccc2)cc1 returned C diff HTS 3, T cruzi growth 94, KDM4C inh -0.6 and Pf Dd2 growth -20.
C[C@@H]1CN([C@@H](C)CO)C(=O)c2cccc(NC(=O)CCCCCC(=O)Nc3ccccc3N)c2O[C@@H]1CN(C)Cc1ccc(C(F)(F)F)cc1 was read as T cruzi growth 94, KDM4C inh -0.6 and Pf Dd2 growth -92*.
COc1ccc(NC(=O)N(C)C[C@H]2Oc3c(NC(=O)c4nc5ccccc5s4)cccc3C(=O)N([C@@H](C)CO)C[C@H]2C)cc1 was read as C diff HTS -9, T cruzi growth -3, KDM4C inh -0.6 and Pf Dd2 growth -41.
For C[C@H]1CN([C@@H](C)CO)C(=O)Cc2cc(NS(=O)(=O)c3cccs3)ccc2O[C@H]1CN(C)CC1CC1 the results were C diff HTS 0, T cruzi growth 5, KDM4C inh 1.1 and Pf Dd2 growth -10.
For CN(C)CC(=O)N[C@@H]1CC[C@@H](CCNC(=O)Nc2ccc(F)cc2)O[C@H]1CO the results were T cruzi growth 44, KDM4C inh 0.9 and Pf Dd2 growth 14.
Screening CC(C)C#Cc1ccc([C@H]2[C@@H](CO)N3CCCCN(CC4CC4)C[C@H]23)cc1 returned C diff HTS 6, T cruzi growth 91, KDM4C inh 1.9 and Pf Dd2 growth -69.
`C[C@H](NC(=O)C[C@H]1C[C@H]2c3cc(NC(=O)C4CCC4)ccc3O[C@H]2[C@H](CO)O1)c1ccccc1` gave C diff HTS 2, T cruzi growth -20, KDM4C inh -5.1 and Pf Dd2 growth -1.
Screening Cc1noc(C)c1S(=O)(=O)N(C)C[C@@H]1Oc2ccc(NS(=O)(=O)c3ccc(F)cc3)cc2C(=O)N([C@@H](C)CO)C[C@@H]1C returned T cruzi growth 24, KDM4C inh 0.0 and Pf Dd2 growth 45.

Screening results deposited in PubChem BioAssay by Broad Institute.
